TbREL1 primary: TbREL1 inhibition, primary screen; P86926; TbREL1 RNA ligation, FRET fluorescence; inhibition, % at 9.66 µM; 89,000 tested, 0.49% active;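 active = inhibition above the mean inhibition across all screened compounds plus 3 SD, cut at about 11% in these data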;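 note: 0% = plate median of test wells and 100% = NSC42067 control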
Target sequence (P86926 whole entry, looked up): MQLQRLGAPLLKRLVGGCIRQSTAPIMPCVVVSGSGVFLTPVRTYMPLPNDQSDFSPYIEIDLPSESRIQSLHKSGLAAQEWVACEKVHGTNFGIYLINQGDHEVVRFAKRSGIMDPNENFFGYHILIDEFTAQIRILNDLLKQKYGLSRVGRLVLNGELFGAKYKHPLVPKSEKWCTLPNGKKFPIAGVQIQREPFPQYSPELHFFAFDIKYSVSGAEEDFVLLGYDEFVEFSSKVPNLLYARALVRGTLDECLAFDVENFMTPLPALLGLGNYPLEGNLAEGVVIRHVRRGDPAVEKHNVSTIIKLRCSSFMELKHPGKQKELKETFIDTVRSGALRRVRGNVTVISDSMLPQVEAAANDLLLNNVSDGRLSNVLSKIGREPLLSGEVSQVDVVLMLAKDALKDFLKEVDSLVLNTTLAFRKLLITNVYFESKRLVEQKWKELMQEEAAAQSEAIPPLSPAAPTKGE
Active calls of the source: *. Only part of the results is shown; the hit share may differ from the screen's.

The first 26 entries (preview)
SMILES	TbREL1 primary
CCc1cc2c(CN(C)Cc3ccccc3F)cc(=O)oc2cc1O	5
CCCCc1nnc(NC(=O)CSc2nc(N)cc(=O)[nH]2)s1	-1
Cc1cc(=O)oc2cc(NC(=O)c3cccc(S(=O)(=O)N(C)C)c3)ccc12	-1
OCC1CCCN(Cc2ccc(-c3ccccc3)cc2)C1 (stereo unspecified)	2
COc1cc(S(=O)(=O)NC2CCCC2)ccc1-n1cnnn1	2
O=C(N/N=C/c1cccc(Br)c1)C1CC(=O)N(c2ccccc2)C1 (stereo unspecified)	-2
O=C(C[C@H]1C/C=C\CC[C@H](Cc2ccc(F)cc2)C(=O)OC[C@H]2CCCN2C1=O)NCCO	-2
CC(Cc1n[nH]c(=S)o1)c1ccccc1 (stereo unspecified)	-3
COC(=O)c1ccc(C(=O)OC)c(NC(=S)N2CCCC(CO)C2)c1 (stereo unspecified)	3
CCCn1nc(NC(=O)c2cccs2)c2cc3ccccc3nc21	3
Cc1ccc(N)c(C(O)(C(F)(F)F)C(F)(F)F)c1	-4
Cn1c(S(=O)(=O)c2ccc([N+](=O)[O-])cc2)nc(Br)c1Br	0
CC(C)CC(c1nnnn1CCc1ccccc1)N1CCN(C(=O)c2ccco2)CC1 (stereo unspecified)	3
O=C(OCC#CCSc1nnc(-c2cccc3ccccc23)o1)c1ccc(SC(F)(F)F)cc1	8
NC(=O)c1cc([N+](=O)[O-])c(Cl)cc1NCc1cccnc1	0
CN(Cc1ccccc1)c1nc2nonc2nc1N1CCCC(CN2CCCC2=O)C1 (stereo unspecified)	2
COc1cccc(/C=N/Nc2nc(Nc3ccc([N+](=O)[O-])cc3)nc(N3CCCC3)n2)c1O	2
COc1cccc(-c2ccc3c(N)c(C(=O)NC4CC4)sc3n2)c1	-3
N=c1sccn1CC(=O)Nc1ccccc1Cc1ccccc1	2
Cc1ccc(N(C)S(=O)(=O)c2c[nH]c3ccc([N+](=O)[O-])cc23)cc1	14*
CCOc1cc2c(cc1OCC)C(C(=O)O)C(c1cc(Br)c(O)c(OC)c1)N(C)C2=O (stereo unspecified)	-1
Cc1ccc(CSC2=CS(=O)(=O)c3ccccc3N2)cc1	6
O=C(NCCCN1CCOCC1)C(C(=O)NCCCN1CCOCC1)c1ncc(C(F)(F)F)cc1Cl	-1
CCC1CCCN1Cn1cnc2c([nH]c3ccc(Cl)cc32)c1=O (stereo unspecified)	-1
OCCNCCOc1ccc(Cl)c(Cl)c1	1
CC(C)(C)c1cc[n+](-c2[nH]c(=O)sc2/C=N/NC([S-])=Nc2ccccc2)cc1	-2

The list itself, repeating the preview:
SMILES	TbREL1 primary
CCc1cc2c(CN(C)Cc3ccccc3F)cc(=O)oc2cc1O	5
CCCCc1nnc(NC(=O)CSc2nc(N)cc(=O)[nH]2)s1	-1
Cc1cc(=O)oc2cc(NC(=O)c3cccc(S(=O)(=O)N(C)C)c3)ccc12	-1
OCC1CCCN(Cc2ccc(-c3ccccc3)cc2)C1 (stereo unspecified)	2
COc1cc(S(=O)(=O)NC2CCCC2)ccc1-n1cnnn1	2
O=C(N/N=C/c1cccc(Br)c1)C1CC(=O)N(c2ccccc2)C1 (stereo unspecified)	-2
O=C(C[C@H]1C/C=C\CC[C@H](Cc2ccc(F)cc2)C(=O)OC[C@H]2CCCN2C1=O)NCCO	-2
CC(Cc1n[nH]c(=S)o1)c1ccccc1 (stereo unspecified)	-3
COC(=O)c1ccc(C(=O)OC)c(NC(=S)N2CCCC(CO)C2)c1 (stereo unspecified)	3
CCCn1nc(NC(=O)c2cccs2)c2cc3ccccc3nc21	3
Cc1ccc(N)c(C(O)(C(F)(F)F)C(F)(F)F)c1	-4
Cn1c(S(=O)(=O)c2ccc([N+](=O)[O-])cc2)nc(Br)c1Br	0
CC(C)CC(c1nnnn1CCc1ccccc1)N1CCN(C(=O)c2ccco2)CC1 (stereo unspecified)	3
O=C(OCC#CCSc1nnc(-c2cccc3ccccc23)o1)c1ccc(SC(F)(F)F)cc1	8
NC(=O)c1cc([N+](=O)[O-])c(Cl)cc1NCc1cccnc1	0
CN(Cc1ccccc1)c1nc2nonc2nc1N1CCCC(CN2CCCC2=O)C1 (stereo unspecified)	2
COc1cccc(/C=N/Nc2nc(Nc3ccc([N+](=O)[O-])cc3)nc(N3CCCC3)n2)c1O	2
COc1cccc(-c2ccc3c(N)c(C(=O)NC4CC4)sc3n2)c1	-3
N=c1sccn1CC(=O)Nc1ccccc1Cc1ccccc1	2
Cc1ccc(N(C)S(=O)(=O)c2c[nH]c3ccc([N+](=O)[O-])cc23)cc1	14*
CCOc1cc2c(cc1OCC)C(C(=O)O)C(c1cc(Br)c(O)c(OC)c1)N(C)C2=O (stereo unspecified)	-1
Cc1ccc(CSC2=CS(=O)(=O)c3ccccc3N2)cc1	6
O=C(NCCCN1CCOCC1)C(C(=O)NCCCN1CCOCC1)c1ncc(C(F)(F)F)cc1Cl	-1
CCC1CCCN1Cn1cnc2c([nH]c3ccc(Cl)cc32)c1=O (stereo unspecified)	-1
OCCNCCOc1ccc(Cl)c(Cl)c1	1
CC(C)(C)c1cc[n+](-c2[nH]c(=O)sc2/C=N/NC([S-])=Nc2ccccc2)cc1	-2
CC(Sc1nnc(-c2ccc(Cl)cc2)n1N)C(=O)NCC1CCCO1 (stereo unspecified)	6
COc1ccc(NC(=O)NC2CCCc3ccccc32)c(OC)c1 (stereo unspecified)	6
O=C(COC(=O)C1CCC1)NCc1ccccc1Cl	0
COc1ccc(C(C)=O)cc1CS(=O)(=O)CC(=O)O	2
COc1ccccc1NC(=O)NC1(C(=O)N2CCCCC2)CCCCC1	0
CCc1ccc(Nc2ncc3c(n2)CC(c2ccc(OC)cc2)CC3=O)cc1 (stereo unspecified)	-2
Clc1ccc2nc(SCc3nnc(-c4ccccc4)o3)[nH]c2c1	-1
CCOC(=O)C1CCN(C(=O)c2ccc3c(c2)OCCO3)CC1	5
CCOc1cc(NC(=S)NCC2CCCO2)c(OCC)cc1NC(=O)c1ccc(OC)cc1 (stereo unspecified)	-2
O=C(CCNC(=O)c1ccc([N+](=O)[O-])cc1)NC1CCCCC1	5
COCCCC1CCN(C(=O)c2cc(COc3cc(C)ccc3C)on2)CC1	0
CCCOC(=O)C1=C(C)NC2=C(C(=O)CCC2)C1c1cc(OC)ccc1OC (stereo unspecified)	2
O=C(c1cccs1)N1C[C@@H](n2cc(C3CC3)nn2)[C@H](O)C[C@@H]1c1ccc(Cl)cc1	-1
CCn1c(=O)cc(SCC(=O)NCc2ccc(C)o2)c2ccccc21	-3
CCOC(=O)C1=C(C)Nc2ccccc2N/C1=N\S(=O)(=O)c1cccc(Cl)c1	1
O=C(NCc1ccccc1)c1cncc(Br)c1	0
COc1ccc(C(=O)NCCCNc2nc3cc(C)cc(C)c3cc2C#N)cc1	2
Cc1occc1-c1nnc(SCC(=O)N2CCOCC2)n1CCc1ccccc1	0
O=c1c2cc(N3CCOCC3)ccc2[nH]c(=S)n1Cc1ccc(Cl)cc1	-2
CC(=O)N1CCN(Cc2nc3cc(NC(=O)Cn4nc(C)c5ccccc5c4=O)ccc3n2C)CC1	6
Cc1nc2c(-c3ccc(F)cc3)c(C)nn2c(C)c1CCC(=O)Nc1ccccc1	-1
O=c1oc(/C=C/c2ccccc2)nc2sc3c(c12)CCC3	3
CC(C(=O)NCC1CCCCC1)N1CCc2ccccc2C1 (stereo unspecified)	-5
Cc1ccc(OCC(=O)Nc2cccc(-c3nnc(-c4ccccc4)o3)c2)cc1	-4
CC1(c2nnc(-c3ccc(Cl)cc3)o2)CC(c2cccnc2)=NO1 (stereo unspecified)	0
COc1ccccc1NC(=O)Cc1nnc(SCC(=O)NC2CCCCC2)n1C	1
Cc1cc(Cl)ccc1OCC(=O)OCC(=O)N(CC(C)C)c1c(N)n(Cc2ccccc2)c(=O)[nH]c1=O	-1
COc1cc(CNCc2ccccn2)ccc1OCc1ccc(Cl)cc1Cl	7
CC1CCCCC1NC(=O)CSc1nnc(-c2ccccc2)n1N (stereo unspecified)	-3
CCC(Oc1ccc(Br)cc1Cl)C(=O)Nc1nnc(C2CC2)s1 (stereo unspecified)	0
COc1ccccc1N1CCN(C(=O)c2ccc3c(c2)nc(C)n3-c2cc(OC)c(OC)c(OC)c2)CC1	0
O=C(NCCc1ccc(Cl)cc1)C1CCN(C(=O)c2ccc(F)cc2)CC1	-2
Cc1cccc(-c2oc3ccccc3c2C#CCCO)c1	2
Cc1ccc(CNC(=O)CSc2ccsc2[N+](=O)[O-])cc1	2
The listing continues:
SMILES	TbREL1 primary
COc1ccc(C2c3ccc(O)cc3Oc3ncn(Cc4ccccc4)c(=N)c32)cc1OC (stereo unspecified)	-1
O=C(CN1C(=O)NC2(CCCc3ccccc32)C1=O)c1ccc(F)cc1 (stereo unspecified)	1
C[C@@H]1CN([C@@H](C)CO)C(=O)CCCn2nncc2CO[C@H]1CN(C)S(=O)(=O)c1ccc(F)cc1	0
CCOC(=O)C(NC(=O)CCl)(Nc1sc(C)c(CC)c1C#N)C(F)(F)F (stereo unspecified)	-1
Cc1ccc(CCNC(=O)CN2C(=O)COc3ccccc32)cc1	1
O=C(Nc1ccccc1O)c1c(O)c2c([nH]c1=O)CCCC2	4
O=C1CCCCN1CCCC(=O)N1CCCC(Nc2ccccc2)C1 (stereo unspecified)	-5
CN(CC(=O)NCCc1ccccc1)S(=O)(=O)c1ccc(Br)cc1	-3
O=C1C2C3C=CC(C3)C2C(=O)N1c1ncn[nH]1 (stereo unspecified)	0
O=C(COc1ccc(Cl)cc1Cl)N1CCCCCC1	-2
O=C(c1ccc(NS(=O)(=O)c2ccc(F)cc2)cc1)N1CCCCCC1	-1
CCCCCc1cc(=O)oc2c(C(CCN(CC)CC)c3cc(OC)c(OC)c(OC)c3)c(OC)cc(OC)c12 (stereo unspecified)	8
CCOC(=O)C(C)Sc1nc(-c2ccccc2)nc2ccc(F)cc12 (stereo unspecified)	4
CC(=O)c1cccc(NC(=O)C2CC(=O)N(c3ccc4c(c3)OCCO4)C2)c1 (stereo unspecified)	0
CC(C)n1nnnc1C1c2ccccc2C(=O)N1Cc1ccccc1 (stereo unspecified)	3
N#Cc1cccc(OCCCN2CCC(C(O)(c3ccccc3)c3ccccc3)CC2)c1	15*
Cc1cc(C)nc(Sc2ncnc3c2oc2ccccc23)n1	-1
Cc1cccc(NC(=O)CNC(=O)c2cccc(-n3cccc3)c2)c1C	-1
O=C(CSc1ncn[nH]1)c1cc2ccccc2o1	-3
CCOC(=O)C1(C)CCCN(C(=O)c2cccnc2SC)C1 (stereo unspecified)	-4
Cc1c(NS(=O)(=O)N2CCCC2)c(=O)n(-c2ccccc2)n1C	8
O=C(O)Cn1c(COc2ccc(Cl)cc2)nc2ccccc21	-1
COc1ccc(/C=N/n2cnnc2SCc2ccccc2)cc1	2
O=S(=O)(NCCNS(=O)(=O)c1ccccc1)c1ccccc1	2
CCN(CC)CCNC(=O)CCCCn1c(=S)[nH]c2c([nH]c3ccc(OC)cc32)c1=O	-2
CCS(=O)(=O)N1CCC(C(=O)NCc2cccs2)CC1	1
CC(=O)c1cccc(N(CC(=O)Nc2ccc(F)cc2)S(C)(=O)=O)c1	2
CCC(CC)=N/N=C/c1c(O)n(CC)c2cc(C3=NNC(=O)CC3)ccc12	-1
CCOC(=O)C1=C(C)NC(=O)/C1=C\N(C)C	-2
Cc1ccc(S(=O)(=O)Cn2nnnc2C(CC(C)C)N2CCN(C(=O)c3ccco3)CC2)cc1 (stereo unspecified)	2
CC(C)Nc1nc(NCCOc2ccccc2Cl)c2sc(-c3ccccc3)cc2n1	13*
Cc1ccc(OCC(=O)N/N=C/c2c[nH]c3ccccc23)c([N+](=O)[O-])c1	0
C[C@H]1C(c2ccccc2F)O[C@]2(C[C@H](O)c3ccccc3O2)C[C@@H]1O (stereo partly specified)	-1
Cc1noc(C)c1NC(=O)N(C)C[C@@H]1Oc2ncc(Br)cc2C(=O)N([C@H](C)CO)C[C@@H]1C	4
CCNC(=O)CN(c1ccc(CC)cc1)S(C)(=O)=O	-1
O=C(CN1CCN(c2ccccc2O)CC1)Nc1ccnn1C1CCCC1	-1
O=C(CC1SC(N2CCCCC2)=NC1=O)Nc1ccc(C(=O)NCCc2ccc(F)cc2)cc1 (stereo unspecified)	-3
CC(NCc1ccco1)C(=O)N1CCOCC1 (stereo unspecified)	-2
C/C(=N\NC(=O)c1cccc(F)c1)c1ccc(NC(=O)Cc2ccccc2)cc1	3
Cc1ccc(S(=O)(=O)N2C[C@@]3(O)Cn4c(=O)ccc(=O)n4C[C@@]3(OC(=O)NCC3CCCCC3)C2)cc1	-2
CSc1nc2n(n1)C(C)C1=C(CCCC1=O)N2 (stereo unspecified)	0
O=C(CSc1nnc2c(n1)[nH]c1ccccc12)N1CCCCC1	-2
COC(=O)c1cn(Cc2cccc(C)c2)nn1	0
COc1ccc(C2NC(c3ccc(OC)cc3)C([N+](=O)[O-])C(C)(C)C2[N+](=O)[O-])cc1 (stereo unspecified)	-1
N#CCSc1nc2sc3c(c2c(=O)n1C1CCCCC1)CCCC3	0
Cn1nnc(NC(=O)CSc2ncn[nH]2)n1	0
N#CCC(=O)NCCCc1ccccc1	1
N#Cc1c(N)nc2c(c1-c1cccc(O)c1)CCCCCC2	-5
Cc1ccc(C)c(C(=O)c2c(C)nc3sccn23)c1	-3
NC(=O)c1cc2ccccc2oc1=NCc1ccccc1	-1
CN1CCN(C2CC(=O)N(Cc3ccc(N4CCCC4=O)cc3)C2=O)CC1 (stereo unspecified)	-1
O=C(COC(=O)CCC1CCCC1)NCc1ccc(Cl)cc1	0
COc1ccc(C(=O)N2CCN(c3ccc([N+](=O)[O-])c(NCCc4ccc(OC)c(OC)c4)c3)CC2)cc1	-3
O=C(C1CSC2(c3ccc(F)cc3)CCC(=O)N12)N1CCCCCC1 (stereo unspecified)	-3
COc1cccc(NC(=O)CN(C)C(=O)c2cccc(NS(=O)(=O)c3ccc(Br)cc3)c2)c1	3
COCCNC(=O)C1CCN(S(=O)(=O)c2ccccc2)CC1	-3
C[C@@H]1CCC[C@]2(O[C@@H](CCO)C[C@H](O)[C@H]2O)O1	5
O=C(CN1C2CCCC1CC(NC(=O)c1ccco1)C2)Nc1ccccc1 (stereo unspecified)	4
CC1CCN(S(=O)(=O)c2cccc(C(=O)Nc3ccccc3)c2)CC1	2
Cc1ccc(Oc2c(F)c(F)nc(N3CCCC3)c2F)cc1	-1
CCOC(=O)N1CCN(C(=O)c2ccc(CS(=O)(=O)c3ccc(OC)cc3)o2)CC1	4

Screening results from PubChem.
